miR122 inh: blocks miR-122 activity in Huh7 sensor cells; hit rate 0.3% among 340,000; AID 602342; activation (reporter increase), % at 12.5 µM; Huh7 miR-122 Renilla luciferase sensor, 48 h; neutral wells = 0, positive control = 100;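 active means mean replicate activation score at least 90 and every replicate individually at or above 90; inconclusive means only one of the two criteria met; inactive means neither criterion met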;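 further: higher luciferase means less miR-122 activity so hits act as miR-122 inhibitors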
PGC1a acetyl inh: lowers PGC1a acetylation signal in U2OS cells | AID 651687 | inhibition, % at 15.6 µM | hit rate 0.17% among 350,000 | AlphaScreen anti-acetyl-lysine; with virally co-expressed GCN5 acetyltransferase;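 active means every replicate shows inhibition of at least 40%; inconclusive means mean inhibition at least 40% but some replicate below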;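 further: 0% = neutral control wells and 100% = positive control wells; some results beyond the cut were filed as inactive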
Cneo AK release: causes C. neoformans cell lysis; adenylate kinase release luminescence, 4 h; normalised: neutral wells 0, clomiphene wells 100; lysis activity, % at 15 µM; AID 651654; hit rate 0.2% among 360,000;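 active means mean lysis activity across replicates of at least 80%, whatever share of replicates individually reach that level; inactive means mean lysis activity below 80%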
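Assay system: log-phase C. neoformans yeast / Quantity: yeast cell density of 5 × 10^6 cells/mL / Medium: fresh YPD growth medium / Compound: single dose / Timing: static 4 h at 37 °C with compound, 1 h detection / Measured by: adenylate kinase release luminescence / Read-out: lysis from increased AK signal / Benchmarks: Clomiphene as positive lysis control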
* marks the source's active call; other numbers are inactive results; ? = inconclusive.

SMILES	miR122 inh	PGC1a acetyl inh	Cneo AK release
COCCCN1C(=O)C(O)=C(C(=O)c2ccco2)C1c1ccccc1 (stereo not drawn)	-5	-22	3
Cc1cc(C)c(OCCCCn2cnc3ccccc3c2=O)c(C)c1	-2	-9	-4
CC1CC(C)CN(CC(=O)Nc2ccc(S(N)(=O)=O)cc2)C1 (stereo not drawn)	-3	11	0
COc1ccc(NC(=O)c2c(SC)nsc2SC)cc1	11	-19	1
CCOC(=O)C1=C(C)NC2=C(C(=O)CC(c3ccc(OC)c(OC)c3)C2)C1c1ccc(C)o1 (stereo not drawn)	-11	-3	2
CCCSc1nnc2n(C)c(=O)c3c4c(sc3n12)CCC4	6	-17	-1
CCOC(=O)c1c(C)n(-c2ccc(OC)cc2)c2c(C/C(C)=N/O)c(Br)c(OC)c(O)c12	1	9	4
CC1=NN(C(=O)c2c(Br)cnn2C)C(O)(C(F)(F)F)C1 (stereo not drawn)	7	-1	10
COc1ccc(C(=O)NCc2cn3ccccc3n2)cc1	-4	3	-2
CO/C([O-])=N/c1c[n+](-c2ccc(Cl)cc2)no1	5	8	0
CC(C(=O)NC1=NCCS1)(C(F)(F)F)C(F)(F)F	-5	3	0
CN(C)c1cccc2c(S(=O)(=O)N3CCOCC3)cccc12	3	-58	-1
COc1ccc(OC)c(NC(=O)CCN2CCN(c3ccccc3)CC2)c1	-4	1	-1
CN(C)S(=O)(=O)c1ccc(-c2csnn2)s1	14	0	3
CCC(=O)c1ccc(N2CCN(C(=O)COc3ccc(F)cc3)CC2)c(F)c1	2	-14	-2
COc1cc2c(cc1OC)C1(CCCC1)C(N)=C2C#N	2	3	-1
COc1ccc(OC)c(NC(=O)C2CC(=O)N(CCc3ccc(F)cc3)C2)c1 (stereo not drawn)	31	8	0
CC1(C)CC(=O)C2=C(C1)NC(=O)CC2c1cc2c(cc1Br)OCO2 (stereo not drawn)	0	-4	1
CCn1cnc2c1c(=O)n(CC(=O)N1CCc3ccccc31)c(=O)n2Cc1ccccc1	-10	3	1
COc1ccc(NC(=O)NC(C(F)(F)F)C(F)(F)F)cc1	11	3	1

Reformatted as comma-separated lines: 3 of the compounds above.
Molecule,miR122 inh,PGC1a acetyl inh,Cneo AK release
CCOC(=O)C1=C(C)NC2=C(C(=O)CC(c3ccc(OC)c(OC)c3)C2)C1c1ccc(C)o1 (stereo not drawn),-11,-3,2
CCCSc1nnc2n(C)c(=O)c3c4c(sc3n12)CCC4,6,-17,-1
CCOC(=O)c1c(C)n(-c2ccc(OC)cc2)c2c(C/C(C)=N/O)c(Br)c(OC)c(O)c12,1,9,4

Further results follow.
SMILES	miR122 inh	PGC1a acetyl inh	Cneo AK release
Cc1ccc(C2CC(c3ccccc3)=NN2C(=O)CSc2nnc(-c3ccc(Cl)cc3)o2)o1 (stereo not drawn)	-6	-3	2
COc1cc(C(=O)Nc2ccc(NC(=O)C(C)C)nc2)cc(OC)c1OC	-6	1	-1
CCCOC(=O)CCc1n[nH]c(=O)[nH]c1=O	-5	-4	-4
COc1ccc(N2CCSC2C(=O)NN)cc1 (stereo not drawn)	-4	7	3
CCC(C)(C)n1nnnc1C(c1ccccc1)N1CCN(C2CCCC2)CC1 (stereo not drawn)	6	-14	0
CN(C)CCNC(=O)COc1cccc(Cl)c1	-6	2	6
Cc1ccc(N(NC(=O)C(C)(C)O)C(=O)c2ccccc2)cc1C	1	-12	2
OC(CN1CCCCC1)CN(c1ccccc1)c1ccccc1 (stereo not drawn)	0	1	21
COc1ccc(C(C(=O)NC2CCCCC2)N(C(=O)CCl)c2ccc(Cl)cc2)cc1 (stereo not drawn)	-24	29	3
O=C(COC(=O)c1ccc(Br)o1)Nc1cccc(S(=O)(=O)N2CCCCCC2)c1	20	-8	-2
COc1ccc(OC)c(-n2cc3c(=O)n(C)c(=O)n(C)c3c2)c1	102*	11	1
O/N=C/c1ccc(OCC(O)COc2ccc(/C=N/O)cc2)cc1	-7	4	1
O=C(CSCc1cnn(-c2ccccc2)c1-n1cccc1)NCC1CCCO1 (stereo not drawn)	-2	8	3
COc1cccc(NC(=O)Cc2cn(C)c3ccccc23)c1	8	-8	-1
Cc1nnc(N(CCC#N)CCC#N)s1	1	5	-2
CCCNC(=O)COc1ncnc2sc(C)c(C)c12	-5	8	5
O=C(c1ccccc1)C1CN(c2ccccc2)CC1c1ccc(Cl)cc1 (stereo not drawn)	0	-18	1
O=C(c1ccccc1)c1c[nH]c(C(=O)NCc2cccnc2)c1	0	-5	-3
CC1=Nn2c(nnc2-c2cc(-c3ccccc3)n[nH]2)SC1	3	-5	-2
O=c1c2c3c(sc2nc2sc(C4CC4)nn12)CCCC3	-5	3	-1

Reprinted from the part before: six entries; new compounds follow.
SMILES	miR122 inh	PGC1a acetyl inh	Cneo AK release
Cc1nnc(N(CCC#N)CCC#N)s1	1	5	-2
CCCNC(=O)COc1ncnc2sc(C)c(C)c12	-5	8	5
O=C(c1ccccc1)C1CN(c2ccccc2)CC1c1ccc(Cl)cc1 (stereo not drawn)	0	-18	1
O=C(c1ccccc1)c1c[nH]c(C(=O)NCc2cccnc2)c1	0	-5	-3
CC1=Nn2c(nnc2-c2cc(-c3ccccc3)n[nH]2)SC1	3	-5	-2
O=c1c2c3c(sc2nc2sc(C4CC4)nn12)CCCC3	-5	3	-1
CC12CC(NC(=O)N1c1ccc(C(=O)N3CCN(c4ccc(F)cc4)CC3)cc1)c1ccccc1O2 (stereo not drawn)	-15	-6	2
CC1=Nn2c(nc(-c3ccccc3)c2-c2ccccc2)NC(=O)C1Br (stereo not drawn)	1	12	0
CN(Cc1ccccc1)c1nc2c(c(=O)[nH]c(=O)n2C)n1C	3	-34	-1
Oc1ccc(NCc2ccccc2OCc2ccccc2F)cc1	-4	-10	-1
Cc1ccc(-n2nc3ccc(N)cc3n2)cc1	1	?	1
O=C(O)COCCN1CCN(C(c2ccccc2)c2ccc(Cl)cc2)CC1 (stereo not drawn)	44	-17	0
CCCOc1ccc(CC(CC(=O)O)(C(=O)O)C(=O)O)cc1	-9	5	1
COc1cc2c(cc1NC(=O)CCCN1C(=O)CCC1=O)oc1ccccc12	3	6	5
O/N=C/c1ccccc1OCc1ccccc1Cl	-23	-8	4
CCOc1ccc(CCNC(=O)C2CC(=O)N(C3CCCC3)C2)cc1OCC (stereo not drawn)	0	11	-1
CC(C)C(C)NC(=O)COc1ncnc2ccccc12 (stereo not drawn)	-1	2	1
COc1ccc(OC)c(-c2nnc3n2N=C(c2ccc(OC)c(OCC4CC4)c2)CS3)c1	9	-20	-3
CC(/C=C/c1ccccc1)=N/O	-11	14	0
CCOC(=O)C1=C(C)Nc2nnnn2C1c1ccccc1Cl (stereo not drawn)	5	11	0
Cc1ccc(-c2nnc(CSc3nnc(COc4cccc5ccccc45)n3-c3ccccc3)o2)cc1	1	-6	-2
CCOC(=O)[C@@H]1[C@H]2COc3ccc(Br)cc3[C@@H]2N2C(=O)N(c3ccc(OC)cc3)C(=O)[C@]12C	-1	-8	4
Cc1cc2nc(CCN3CCOCC3)n(S(=O)(=O)c3ccc(C(C)(C)C)cc3)c2cc1C	-2	-2	-1
CN1CCN(P(=O)(c2ccccc2)c2nc3ccccc3s2)CC1 (stereo not drawn)	0	-6	0
Cc1cc(C)c2[nH]c(=O)c(C(c3nnnn3Cc3ccc4c(c3)OCO4)N3CCC(C)CC3)cc2c1 (stereo not drawn)	62	22	-1
CCCCn1ccnc1C(=O)c1cccc(S(=O)(=O)N2CC(C)CC(C)C2)c1 (stereo not drawn)	60	-1	4
N#CC1(NC(=O)COC(=O)c2cc(O)c3ccccc3c2O)CCCCC1	11	-3	-3
COc1ccc2nc(N3C(=O)CC(Cc4cc(C)cc(C)c4)C3=O)sc2c1 (stereo not drawn)	-3	0	2
CCC1C(=O)CC(c2ccco2)NC1c1ccco1 (stereo not drawn)	-1	-2	-18
O=C(COC(=O)CCC(=O)c1ccc(Cl)cc1)NCC1CCCO1 (stereo not drawn)	0	5	3
Cn1c(NCc2ccccc2)nc2c1c(=O)n(Cc1ccc(Br)cc1)c(=O)n2C	-4	3	-4
Nc1nc(CSc2nnnn2-c2ccccc2)nc(N2CCCc3ccccc32)n1	-14	-5	-1
C#CCOCCOCCOCCNc1nc(N2CCN(C(=O)C([C@@H](C)CC)n3cc(C(N)CC(C)C)nn3)CC2)nc(N2CCN(C(=O)[C@H](CCC(=O)O)n3cc(C(N)CC(C)C)nn3)CC2)n1 (stereo partly drawn)	1	-14	2
COC(=O)CN(c1ccc(C)cc1)S(=O)(=O)c1ccc2c(c1)n(C)c(=O)c(=O)n2C	1	9	13
CCCCC(=O)OCC(=O)Nc1ccc(OC(F)F)cc1	-7	-9	-1
CCCCn1cnc2c1c(=O)n(CC(=O)c1cc(C)n(C)c1C)c(=O)n2CC(C)C	-2	5	1
Cc1c(C(=O)N2CCCC2)sc(NC(=O)c2ccccc2)c1C#N	5	-8	3
O=C(CSc1nc2ccccc2[nH]1)c1ccco1	2	-4	-3
COc1ccc(S(=O)(=O)NC(CC(=O)NCc2ccc3c(c2)OCO3)c2ccco2)cc1 (stereo not drawn)	3	5	0
Clc1ccccc1CN(Cc1ccccc1)c1ncnc2nc[nH]c12	-2	-5	1
Cn1c2c(c(=O)n(C)c1=O)C(NS(=O)(=O)c1ccccc1)(C(F)(F)F)C(=O)N2 (stereo not drawn)	1	-2	0
Cc1ccc(/C=N\NC(=O)c2csnn2)cc1	6	4	-3
O=C1C(NS(=O)(=O)c2cccs2)=C(N2CCN(c3ccccc3)CC2)C(=O)c2ccccc21	4	3	-2
COC(=O)C1C(=O)C2=C(CC1C)NC(=O)CC2c1ccccc1 (stereo not drawn)	2	1	3
Cc1ccc(-n2ncc3c(=O)n(CC(=O)OCc4ccccc4)cnc32)cc1	1	6	-1
C/C=C/C(=O)OCC(=O)Nc1nc2ccc(C)cc2s1	-2	8	1
C=CCc1ccc(OCCOCCOc2ccc(C)cc2[N+](=O)[O-])c(OC)c1	3	-30	4
COC(=O)C(C)Sc1nc2c(c(=O)n(C)c(=O)n2C)n1Cc1cccc(C)c1 (stereo not drawn)	-1	2	7
Cc1noc(/C=C/N(C)C)c1S(=O)(=O)N1CCCC(C(=O)NCc2ccccc2Cl)C1 (stereo not drawn)	-6	-4	2
Cc1ccc(C(c2nnnn2C(C)(C)C)N(Cc2ccco2)Cc2cccs2)cc1 (stereo not drawn)	-1	-18	0
COc1ccccc1C(=O)Nc1ccccc1N1CCN(S(C)(=O)=O)CC1	-5	-18	-19
N=c1n(CCO)c2ccccc2n1CCOc1ccccc1	-1	10	3
Cn1c(SCC(=O)Nc2nccs2)nnc1-c1ccco1	-2	10	3
CCN1CCN(C(c2ccccc2F)c2nnnn2Cc2ccc3c(c2)OCO3)CC1 (stereo not drawn)	-4	-4	-1
CC1(C)CC(=O)C2=C(C1)OC(/N=C/N1CCOCC1)=C(C#N)C2c1ccccc1 (stereo not drawn)	-2	-4	1
CC1(C)CC(n2c(=S)[nH]c3ccccc3c2=O)CCO1 (stereo not drawn)	-2	1	1
CC(=O)Nc1cccc(Cl)c1C(=O)O	2	9	8
O=C(OCc1ccccc1)c1ccc(Br)o1	3	9	-1
CCOC(=O)C(C)Oc1nc(Oc2ccccc2)nc(N(C)C)n1 (stereo not drawn)	-2	0	1
O=C(CCSc1ccccc1)N1CCOCC1	2	-19	-2
CCn1cc(C(=O)NCc2ccccc2F)c(=O)c2ccc(C)nc21	-7	7	-1
Cc1ccc(S(=O)(=O)/N=C(\CN2CCOCC2)N2CCCC2)cc1	1	17	-1
Nc1nc(OCC(F)(F)F)cc(Oc2ccccc2F)n1	1	1	3
N#C/C(=C\c1ccc(Cl)cc1Cl)c1n[nH]c(Cn2cncn2)n1	3	-60	1
c1ccc(CC2CCN(C3=Nc4cccc5cccc3c45)CC2)cc1	13	0	3
COc1cc(C)ccc1OCCCON1C(=O)CCC1=O	-2	2	0

Shown as a hit in miR122 inh (from the list above):
Molecule	miR122 inh	PGC1a acetyl inh
COc1ccc(OC)c(-n2cc3c(=O)n(C)c(=O)n(C)c3c2)c1	102*	11

Next compounds.
SMILES	miR122 inh	PGC1a acetyl inh	Cneo AK release
CCOC(=O)c1ccc(N2C(=O)c3n[nH]c(C)c3C2c2ccco2)cc1 (stereo not drawn)	1	6	1
Cc1ccc(-n2c(SCC(=O)Nc3ccc4c(c3)OCO4)nnc2-c2ccoc2C)cc1	-3	6	-2
Cn1nnnc1SCC(=O)N1c2ccccc2Sc2ccc(Cl)cc21	-6	2	-2
Cc1nc2ccc(C(=O)N3CCN(c4ccccn4)CC3)cc2s1	-1	-18	2
COc1ccc(NC(=O)NC23CC4CC(CC(C4)C2)C3)cc1OC	-6	3	-1
COc1ccc(NC(=O)CSc2nnc(N)s2)cc1	2	1	-1
CC(O)C(O)C(O)C(O)C1NCCS1 (stereo not drawn)	4	-3	1
COCCN1CCn2c(nc3cc(NC(=O)c4cccs4)ccc32)C1	3	-3	3
CCOC(=O)N1CCN(S(=O)(=O)c2ccc3[nH]cc(C(=O)O)c(=O)c3c2)CC1	-10	4	4

Bioassay records (PubChem)

A portion of the library. The share of hits here may be higher or lower than overall.
